Screens deposited in PubChem BioAssay by several laboratories.
HTR2A ag – mouse HTR2A agonism via beta-arrestin recruitment. P35363. CHO-K1 mHTR2A beta-arrestin complementation, luminescence; percent of 30 µM serotonin response. activation, % at 7.6 µM. hit rate 0.66% among 360,000;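 active means activation above a run cutoff, the mean activation of all tested compounds plus 3 SD, cut at about 14% in these data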;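 further: 0% = plate median of compound wells and 100% = 30 µM serotonin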
Target sequence (P35363 whole entry, looked up): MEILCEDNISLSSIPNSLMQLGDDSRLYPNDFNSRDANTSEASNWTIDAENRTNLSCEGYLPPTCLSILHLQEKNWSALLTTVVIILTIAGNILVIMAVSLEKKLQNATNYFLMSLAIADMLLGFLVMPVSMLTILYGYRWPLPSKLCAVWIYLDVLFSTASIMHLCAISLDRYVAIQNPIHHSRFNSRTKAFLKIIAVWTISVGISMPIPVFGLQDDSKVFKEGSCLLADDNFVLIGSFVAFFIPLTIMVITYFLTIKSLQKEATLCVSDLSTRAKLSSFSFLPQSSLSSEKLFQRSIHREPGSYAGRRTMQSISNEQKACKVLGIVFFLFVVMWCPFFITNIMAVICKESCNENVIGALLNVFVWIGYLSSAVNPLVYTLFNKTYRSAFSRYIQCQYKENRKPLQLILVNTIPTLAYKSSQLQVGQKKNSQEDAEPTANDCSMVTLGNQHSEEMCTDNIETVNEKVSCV
H9c2 protect – modulators protecting cardiomyocytes from myocardial damage; H9c2 cardiomyocytes, H2O2 injury protection, ATPLite, 2 h; protection from H2O2 cell death, % at 20 µM; hit rate 0.63% among 360,000;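 active means compounds giving at least 50% protection of heart cells from peroxide-induced death in the single-dose screen, raw or plate-pattern-corrected value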;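 further: 0% = DMSO wells with peroxide and 100% = DMSO wells without peroxide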
MITF TRPM1 inh – MITF TRPM1 promoter inhibition in SK-MEL-5 cells. SK-MEL-5 TRPM1 promoter luciferase, 24 h. hit rate 0.83% among 330,000. AID 488899. inhibition, % at 12.5 µM;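 active means mean inhibition across replicates of 60% or more, whatever share of single replicates reaches that level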; further: values of inactives mirror those of a sister screen read the other way
CaV13 ICDI inh – Disruptors of the CACNA1D IQ motif to Ca2+-dependent inactivation inhibitor domain association, primary screening, Förster resonance energy transfer in intact living … | HEK cells, CFP/YFP FRET ICDI-IQ, plate reader, 10 min; percent FRET-ratio fall versus neutral wells | hit rate 0.098% among 340,000 | inhibition, % at 12.3 µM | AID 743397;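 active means mean replicate inhibition of at least 30% and at least 1% of replicates passing that level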;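 further: 0% = median of the neutral control wells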
NR2E3 ag-1 – activates human photoreceptor nuclear receptor NR2E3 | Q9Y5X4 | AID 2300 | GST-NR2E3/biotin-RetCOR TR-FRET, 1536-well | inhibition of corepressor binding, % at 4.78 µM | hit rate 0.12% among 320,000;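 active means percent inhibition above the cutoff of mean plus 3 SD of all tested compounds, set per screening campaign, cut at about 20% in these data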;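 further: 0% = DMSO wells and 100% = biotin wells as full block of FRET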
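Test system – NR2E3–RetCOR corepressor complex · Quantity – NR2E3 fusion 1.35 nM · Buffer or medium – Tris pH 7.5 · Incubation – Compound–protein incubation for 5 h at 4 °C · Technique – TR-FRET, Eu(K)-anti-GST donor, streptavidin-D2 acceptor, ex 340, em 617/671 nm · Evaluation – percent inhibition of 671/617 nm emission ratio versus biotin and DMSO controls · Plate – 1536-well format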
Shn3 3UTR inh – inhibitors of Schnurri-3 3'UTR reporter in osteoblasts | Clone20 osteoblast Shn3 3'UTR firefly luciferase, 24 h | hit rate 0.52% among 360,000 | inhibition, % at 12.5 µM | AID 588674;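 active means mean inhibition of at least 75% with every replicate also reaching 75%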;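 further: 0% = median of neutral control wells and 100% = pilot-screen positive control compound; some compounds past the cut are filed as inactive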
NR2E3 ag-2 – activates human NR2E3 receptor; hit rate 0.35% among 360,000; AID 602229; CHO-S Gal4-NCOR/VP16-NR2E3 two-hybrid, luciferase; inhibition of corepressor binding, % at 3.98 µM; Q9Y5X4;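 active means inhibition above the mean of all tested compounds plus 3 SD, cut at about 70% in these data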;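 further: 0% = DMSO with NR2E3 transfected cells and 100% = cells lacking NR2E3 construct; higher means lower luciferase signal from less NR2E3 corepressor binding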
iPSC survival up – increases survival of single human iPS cells | hiPSC single-cell survival, ATPlite luminescence; 100% = ROCK inhibitor wells, 0% = DMSO | survival enhancement, % at 20 µM | hit rate 0.044% among 360,000; in the data active means survival enhancement above about 18%;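 further: cells exposed to compounds for 16 hours before the ATP read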
Peg3 prom inh – reduces Peg3 promoter-driven luciferase expression in HeLa; HeLa PEG-Prom luciferase reporter, luminescence, overnight; inhibition, % at 20 µM; hit rate 1.7% among 360,000; AID 588405;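 active means inhibition of at least 50% at 20 µM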
HIF-2a inh – inhibitors of HIF-2a; hit rate 0.72% among 360,000; inhibition, % at 18.8 µM; 786-0 RCC cells HIF-2a reporter, luciferase luminescence, overnight;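 active means inhibition of the luminescence signal of 40% or more relative to plate controls, in a single-dose primary screen at 18.75 µM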
PDI inh – blocks human protein disulfide isomerase activity; PDI insulin aggregation turbidity, A650, 90 min; P07237; inhibition, % at 10 µM; AID 588391; hit rate 0.052% among 350,000;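 active means mean inhibition across replicates of 30% or more, whatever share of single replicates reach that level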;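 further: absorbance from insulin aggregation driven by PDI reduction with DTT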
Target sequence (P07237 whole entry, looked up): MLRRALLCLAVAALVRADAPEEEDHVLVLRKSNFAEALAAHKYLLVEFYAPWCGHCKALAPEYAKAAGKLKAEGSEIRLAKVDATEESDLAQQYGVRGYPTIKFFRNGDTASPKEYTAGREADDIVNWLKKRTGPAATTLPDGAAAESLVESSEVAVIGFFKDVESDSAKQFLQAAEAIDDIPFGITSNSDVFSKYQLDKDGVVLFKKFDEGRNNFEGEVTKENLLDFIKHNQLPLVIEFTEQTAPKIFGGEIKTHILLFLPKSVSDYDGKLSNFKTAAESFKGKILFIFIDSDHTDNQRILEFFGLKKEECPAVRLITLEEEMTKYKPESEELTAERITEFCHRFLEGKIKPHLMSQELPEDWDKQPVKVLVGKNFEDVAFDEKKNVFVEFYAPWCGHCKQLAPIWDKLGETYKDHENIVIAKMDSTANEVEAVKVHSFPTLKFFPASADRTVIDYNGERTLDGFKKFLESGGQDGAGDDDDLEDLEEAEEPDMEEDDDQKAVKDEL
Active calls of the source: *; . = not tested or not shown.

SMILES	HTR2A ag	H9c2 protect	MITF TRPM1 inh	CaV13 ICDI inh	NR2E3 ag-1	Shn3 3UTR inh	NR2E3 ag-2	iPSC survival up	Peg3 prom inh	HIF-2a inh	PDI inh
CC(C)CC(NC(=O)OCc1ccccc1)C(=O)NC(Cc1c[nH]c2ccccc12)C(=O)O (configuration not stated)	10	5	.	.	.	-9	-4	-0.9	5	2	.
O=C(c1ccco1)N1CCN(C(c2ccccn2)c2nnnn2C2CCCC2)CC1 (configuration not stated)	4	-1	15	.	-1	-16	-15	-0.1	1	-1	8
Cn1cccc1C(=O)OCc1cc(-c2ccco2)on1	-3	-10	-94	-6	2	-85	-79	-0.1	-392	-307	-7
CCS(=O)(=O)NCC(c1ccco1)N1CCN(c2ccccc2F)CC1 (configuration not stated)	-1	-6	8	-4	-4	-15	-11	-0.5	6	21	6
O=C(CCNS(=O)(=O)c1ccccc1)NCCCSc1ccccc1	-2	3	5	-5	10	0	0	-0.3	14	3	16
CCCC(=O)Nc1cccc(C(=O)Nc2nccs2)c1	-2	-3	3	-4	2	4	-19	0.4	-11	-15	5
COc1ccc(Nc2nc(-c3cccnc3)nc3ccccc23)cn1	1	48	3	-8	1	-2	-1	1.2	54*	-5	1
c1csc(-c2nc3nc4ccccc4nc3n2Cc2ccc3c(c2)OCO3)c1	1	12	-25	-4	3	-27	-43	-0.4	-102	-111	6
Cc1c(CCC(=O)N2CCC[C@H]2C(=O)O)c(=O)oc2cc3oc4c(c3cc12)CCCC4	2	-2	47	.	6	39	-13	1.7	-64	65*	.
COc1ccc(-n2nnnc2SCC(=O)N(C)C2CCS(=O)(=O)C2)cc1 (configuration not stated)	0	1	-1	-5	.	12	-7	2.1	-49	-37	-2
Brc1c(CSc2nc3ccccc3s2)nc2ncccn12	2	-14	-70	-3	3	-73	-167	-1.7	-276	-184	3
COC(=O)Cc1c(O)ccn(CCc2ccccc2)c1=O	-1	5	10	-1	-1	-11	7	-0.5	13	12	1
CC1=C(C(=O)OCC2CCCO2)C(c2ccc(F)cc2)NC(=O)N1 (configuration not stated)	-1	-4	8	-5	2	6	13	1.9	0	16	3
CC1Oc2ccccc2C(=O)N(CC(=O)c2ccc3c(c2)OCCO3)C1=O (configuration not stated)	-3	-3	-18	-2	-1	-21	-53	-0.6	-22	-59	-3
COc1ccc(OCC(=O)NNC(=O)c2c(-c3ccccc3Cl)noc2C)cc1	-2	2	8	-4	1	-2	23	-0.9	12	16	0
C=CCOC(=O)C1=C[C@@H](c2ccc3c(c2)OCO3)C[C@@H](OCCCCO)O1	5	12	4	-4	-1	7	-44	-2.2	-5	-7	2
O=C(OCc1cc2ccccc2[nH]c1=O)c1ccc([N+](=O)[O-])cc1	4	-4	10	-3	-1	-8	12	0.2	-3	5	-8
O=C(NC1(C(F)(F)F)C(=O)Nc2c1c(=O)[nH]c(=O)n2-c1ccccc1)c1cccnc1 (configuration not stated)	4	2	-3	-5	1	-7	-8	1.0	3	13	-4
COc1cccc(NC(=O)c2ccccc2-c2nc(-c3ccc(F)cc3)no2)c1	0	0	-8	-9	3	2	-3	3.4	17	-59	10
COc1ccc(C(=O)/C=C/Nc2cccc(O)c2)cc1	6	-20	-29	-5	-2	-39	-137	-5.9	-82	-172	8
O=C(O)COc1ccccc1-c1nc(-c2ccccc2)c(-c2ccccc2)[nH]1	5	13	3	-2	1	-10	-25	1.8	5	9	-4
O=C(O)CCC1(C(=O)O)CCC(=O)c2ccccc21 (configuration not stated)	-1	-3	1	-5	.	-16	-28	1.5	10	8	-14
CCOC(=O)c1cc2c(=O)n3ccccc3nc2n(CC(C)C)c1=NC(=O)c1c(-c2c(F)cccc2Cl)noc1C	0	-6	2	-7	1	29	22	0.9	12	11	-17
Cc1nc2c(-c3ccc(F)cc3)cnn2c(N)c1-c1ccccc1	-4	-21	-1	-4	2	-4	77*	-0.9	-10	25	-23
Cc1c(NC(=O)C(C)OC(=O)c2ccc([N+](=O)[O-])cc2Cl)c(=O)n(-c2ccccc2)n1C (configuration not stated)	7	3	10	-5	.	-7	-17	-0.5	7	4	7
O=C(Nc1cccc(F)c1)/C(=C\c1cccnc1)NC(=O)c1ccco1	6	0	20	-1	4	-8	7	-0.4	26	22	3
O=C(NC1CCCCCC1)c1cc2c(=O)n3ccccc3nc2s1	-4	14	-82	-3	1	-31	-61	-0.3	-258	-175	-1
O=C1C=CC(=O)N1c1cccc(-c2ccccc2)c1	-4	-16	-10	-18	-1	61	31	0.1	109*	76*	0
Clc1nccc(N2CCN(c3ccccc3Cl)CC2)n1	-3	-2	.	-4	-2	-8	-9	-0.8	-6	1	11
O=C(NCC(NS(=O)(=O)OCC(Cl)(Cl)Cl)c1ccccc1)C(F)(F)F (configuration not stated)	6	-2	-3	-4	2	5	11	-0.2	5	4	-3
CC(C)CC(c1nnnn1C(C)(C)C)N1CCN(C2CCCC2)CC1 (configuration not stated)	0	4	6	.	0	2	5	-0.2	10	2	18
COC(=O)c1cc(OC)c(OC)cc1NC(=O)CCCCCN1C(=O)CCC1=O	-1	-9	15	-3	0	11	-20	5.7	14	-1	1
COc1ccc(N(CC(=O)NC2CC3CCC2C3)S(=O)(=O)c2ccc(C)cc2)cc1 (configuration not stated)	2	1	-3	.	2	-9	5	0.3	13	18	3
O=C(c1ccc(-c2ccccc2)cc1)N1CCN(c2ncccn2)CC1	-3	-5	6	-4	2	-46	17	-0.7	6	11	-3
CSc1ccc(CC(=O)N2CCC(n3nccc3NC(=O)C3CC3)CC2)cc1	5	4	-25	-7	2	-15	-51	-0.3	-127	-158	7
CCc1nc2cccnc2n1-c1ccc(CC(=O)NCCOC)cc1	2	10	11	-19	2	5	-4	-0.3	16	11	19
NC(=O)c1c(-c2ccccc2)oc2ccc(O)cc12	2	6	-4	-4	-3	-16	-2	3.6	-20	-16	1
COc1cccc2cc(C(C)=O)c(=O)oc12	1	22	-1	-11	1	4	8	-0.5	13	2	-8
CCCC(=O)c1ccc(N2CCN(C(=O)c3cccs3)CC2)c(F)c1	9	-5	-48	-18	-4	21	6	-0.1	-53	-37	-16
O=C(/C=C/c1ccc(F)cc1)NC(=S)NNC(=O)[C@H]1C[C@@H]1c1ccccc1	-19	10	-2	-3	3	-2	-72	-0.4	-4	-33	-9
Cc1ccccc1-c1cc(C(=O)O)nn1CC1CC(c2cccc([N+](=O)[O-])c2)=NO1 (configuration not stated)	2	-1	11	-11	-2	26	4	-2.6	-5	6	-5
Cn1cc(-c2ccccc2)cc(C#N)c1=O	2	8	0	6	4	-2	-26	1.9	18	17	11
Cc1ccccc1-n1cnnc1SCC(=O)Nc1cccnc1Cl	-2	-4	-1	2	0	14	-27	0.0	9	7	-2
COCCN(C(=O)COC(=O)Cc1c(C)nc2ccccc2c1C)c1c(N)n(CC(C)C)c(=O)[nH]c1=O	2	-1	10	-19	.	-9	-26	1.8	-1	2	0
COc1ccccc1OC(=O)Cc1cccc2ccccc12	-1	-1	-8	.	0	-16	-14	0.4	18	6	5
COc1ccc2c(c1)CCN1C2CCN2C(=O)CCC21 (configuration not stated)	-4	-2	-12	-7	4	-11	7	-0.1	2	-2	14
COc1ccc(Cl)cc1C(=O)NCc1cn(C)nc1C	-3	2	4	0	0	-5	0	3.9	3	9	5
COc1ccc(C(C)=O)cc1COc1ccc(Cl)c(C)c1	-2	6	-4	3	-4	-4	-9	0.0	1	-5	6
CCn1cc(C(=O)Nc2ccc(NC(=O)c3ccco3)cc2)c(=O)c2ccc(C)nc21	1	7	-13	-5	2	-7	13	-2.7	6	16	-4
COc1ccc(C)cc1Nc1ncnc2c1nnn2Cc1ccccc1Cl	-1	-1	.	-13	.	22	-14	-0.9	15	-8	0
Carrying on:
SMILES	HTR2A ag	H9c2 protect	MITF TRPM1 inh	CaV13 ICDI inh	NR2E3 ag-1	Shn3 3UTR inh	NR2E3 ag-2	iPSC survival up	Peg3 prom inh	HIF-2a inh	PDI inh
COc1ccc(CCN(C)C2CCCN(C(=O)Cn3cccn3)C2)cc1OC (configuration not stated)	8	-1	-7	-3	4	-3	1	-0.5	10	8	2
Clc1ccc(-c2nc3cc(CN4CCCCC4)ccc3o2)cc1	-5	2	-80	-20	.	-62	-42	-0.3	-207	-223	-9
COc1ccccc1S(=O)(=O)Cc1ccc(C(=O)N2CCN(c3ccccn3)CC2)o1	-3	11	11	.	2	9	-20	1.1	13	2	1
Brc1ccc(-c2nnc(-c3ccccc3)c(N3CCSCC3)n2)cc1	0	0	-15	-4	1	-13	-124	1.8	-115	-195	2
O=S(=O)(Nc1nc(CN2CCOCC2)nc2sc3c(c12)CCCC3)c1cc(F)ccc1F	-1	2	5	-6	0	0	-15	2.7	9	2	-7
CCCOC(=O)c1ccc(NC(=O)C(CC)CC)cc1	-1	-4	-30	0	-3	-43	-46	-2.5	-83	-113	0
CCOC(=O)NC(=O)C(=CNc1ccccc1C)C(=O)NC(=O)OCC	5	-1	14	-1	2	0	-18	-1.5	11	10	16
Cc1cc(C)c(S(=O)(=O)Nc2cccc(S(=O)(=O)N3CCOCC3)c2)c(C)c1	-1	-8	6	-7	3	14	-15	0.4	13	19	8
Cc1ccc(S(=O)(=O)N2CCN(C(=O)/C=C/c3ccccc3)CC2)cc1C	13	3	6	-6	.	-5	1	-0.3	27	9	7
COc1cc(/C=C/C(=O)OCC(=O)NC(=O)NC(C)(C)C)ccc1O	-1	-2	-2	-6	-2	-6	2	1.3	6	22	4
CC(NC(=O)CC(O)(C(F)(F)F)C(F)(F)F)c1ccccc1 (configuration not stated)	8	2	9	-6	6	-12	-4	-1.6	14	0	1
Cc1nc2cc3ccccc3cc2s1	-4	-1	-13	-5	.	-12	-8	1.0	4	-4	-35
Cc1ccc(NC(=O)Cn2nnc(C(=O)NCc3cccs3)c2N)cc1F	5	-6	-4	-3	-1	-9	-13	-0.6	8	10	2
CCCCC(=O)N(C)c1c(C)nc2ccc(C(=O)NCCOc3ccc(OC)cc3)cn12	-4	8	.	-3	.	1	-11	-0.6	-2	3	5
COc1ccc(C(C)=O)cc1COc1nc(C)nc2ccccc12	1	5	16	.	1	-15	-14	0.4	9	19	-1
CCOC(=O)c1c(NC(=O)CCS(=O)(=O)c2ccccc2)sc2c1CCN(C)C2	3	6	-11	.	6	-12	22	1.4	-4	-18	-2
